High-throughput results as filed in PubChem.
FXIa inh 1536 = factor XIa (human) inhibition; AID 798; purified FXIa, Boc-Glu-Ala-Arg-AMC fluorogenic substrate; P03951; inhibition, % at 5 µM; 220,000 tested, 0.14% active;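 active means inhibition of at least 40%; inactive means inhibition below 40%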;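 further: fluorescence of freed AMC excited at 355 nm; 0% = enzyme without compound and 100% = no enzyme blank; many of its hits are not listed in these tables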
FXIIa inh = inhibitors of human coagulation factor XIIa. inhibition, % at 5 µM. 220,000 tested, 0.3% active. AID 800. purified FXIIa, Boc-QGR-AMC fluorogenic substrate, 2 h; in the data active means inhibition above about 40%;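 further: 0% = enzyme with no compound and 100% = blank without enzyme; many of its hits are not listed in these tables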
TNF death inh = blocks TNF-alpha induced death of Jurkat FADD-/- cells; activation (protection from cell death), % at 10 µM; AID 463075; 220,000 tested, 0.068% active; Jurkat FADD-/- TNF necroptosis rescue, ATP luminescence, 24 h; 0 = TNF only, 100 = no-TNF cells;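 active means activation, meaning protection from cell death, of at least 50% relative to plate controls; inactive means activation below 50%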;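 further: necroptosis triggered by 40 ng/mL TNF-alpha added together with compound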
L929 necroptosis = blocks zVAD induced death of L929 cells. L929 zVAD necroptosis rescue, ATP luminescence, 24 h; with zVAD 60 µM. viability rescue, % at 10 µM. 220,000 tested, 0.38% active. AID 1377;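 active means activation, scaled between plate controls, above about 75%, limit read from the data; inactive means activation under that limit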;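 further: 0% = zVAD with DMSO and 100% = DMSO alone without zVAD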
Thrombin inh = blocks human thrombin protease activity; alpha-thrombin, Boc-VPR-AMC fluorogenic substrate cleavage; inhibition, % at 5 µM; AID 1046; P00734; 220,000 tested, 0.26% active;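 active means inhibition at or above 40%; inactive means inhibition below 40%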;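 further: 0% = enzyme with no compound and 100% = wells without enzyme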
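Material: human alpha-thrombin protein; Also added: Boc-VPR-AMC substrate, 15 µM final; Timing: enzyme reaction carried out at room temperature; Signal: fluorescence, ex 355 nm, em 460 nm; Measure: % inhibition of thrombin; Controls: enzyme without compound as high, wells lacking enzyme as low.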
KCC2 mod = KCC2 (human) Cl- transport modulation | Q9H2X9 | KCC2 cells, thallium flux FluoZin-2 fluorescence | B-score of Tl+ flux slope (higher = more flux/activation; lower = inhibition) at 10 µM | 190,000 tested, 2.2% active;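 active means thallium flux slope and its plate-corrected score both differing from the plate sample mean at a set confidence after two filtering rounds, in either direction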;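 further: slope of fluorescence scaled to starting intensity during 10 to 20 s after thallium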
KLK5 inh = blocks human kallikrein 5 protease activity; recombinant hK5, fluorogenic AMC substrate cleavage; Q9Y337; 210,000 tested, 0.59% active; inhibition, % at 5 µM;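 active means inhibition of 40% or more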;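 further: 0% = enzyme controls without compound and 100% = no-enzyme blanks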
Target sequence (Q9Y337 67-293 limits assumed): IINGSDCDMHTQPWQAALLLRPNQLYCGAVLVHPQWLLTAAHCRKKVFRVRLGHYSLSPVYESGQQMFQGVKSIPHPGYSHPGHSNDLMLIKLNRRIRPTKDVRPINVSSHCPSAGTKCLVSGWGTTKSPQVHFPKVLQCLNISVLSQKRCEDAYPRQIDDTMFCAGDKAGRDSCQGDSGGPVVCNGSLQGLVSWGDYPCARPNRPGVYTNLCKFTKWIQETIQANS
Hck-Nef inh = inhibitors of human Hck kinase activated by Nef; 220,000 tested, 0.68% active; inhibition, % at 20 µM; Recombinant Hck-YEEI plus Nef, Z-Lyte FRET kinase assay; P08631;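 active means Hck-Nef kinase inhibition above about 50%, limit read from the data; inactive means inhibition below that limit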;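 further: 0% = DMSO with Hck plus Nef and 100% = Hck alone without Nef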
Rad51 HR inh = blocks human Rad51 in homologous recombination. hRad51 DNA strand exchange, fluorescence dequenching. inhibition, % at 10 µM. 200,000 tested, 0.085% active. AID 1385;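 active means inhibition above 40% at the single screening dose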;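 further: 0% = DMSO control wells and 100% = blanks with heterologous ssDNA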
Target sequence (Q06609 whole entry, looked up): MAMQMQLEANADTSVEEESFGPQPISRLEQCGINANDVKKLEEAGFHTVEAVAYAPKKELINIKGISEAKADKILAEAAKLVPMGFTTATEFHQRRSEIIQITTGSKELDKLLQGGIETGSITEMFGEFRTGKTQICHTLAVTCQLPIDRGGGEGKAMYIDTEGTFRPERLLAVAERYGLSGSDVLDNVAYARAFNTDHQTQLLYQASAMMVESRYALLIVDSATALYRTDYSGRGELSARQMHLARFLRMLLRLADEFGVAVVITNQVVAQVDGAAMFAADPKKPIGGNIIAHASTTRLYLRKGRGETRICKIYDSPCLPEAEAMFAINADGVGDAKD
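material = hRad51 filaments on single-stranded DNA | timing = filaments 15 min 37 °C, then compound 30 min | signal = FRET fluorescence dequenching, excitation 485 nm, emission 520 nm | benchmarks = control wells and blank wells on each plate | evaluation = percent inhibition relative to plate controls and blanks | compound = 10 µM final, single point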
* = called active by the depositor; . = not tested or not shown.

SMILES	FXIa inh 1536	FXIIa inh	TNF death inh	L929 necroptosis	Thrombin inh	KCC2 mod	KLK5 inh	Hck-Nef inh	Rad51 HR inh
C=CCn1c(N)c(C(=O)OCC(C)C)c2nc3ccccc3nc21	4	15	-4.3	2.0	4	.	-8	28	.
O=C(Cc1ccc(-n2cccc2)cc1)NC1CCCCC1	-7	1	1.3	0.4	-4	.	-18	0	-15
Cc1ccc2nc(SCCC(=O)O)cc(C)c2c1	2	13	0.7	-0.2	-2	0.24	-4	2	2
Cc1ccnc(NC2CCCCC2)c1	-3	2	0.5	1.9	5	1.1	-4	27	-16
CCCCN(C(=O)NC(=O)C1=C(N2CCOCC2)/C(=C/c2ccccc2)CC1)S(C)(=O)=O	-6	0	0.5	1.2	-4	0.35	-8	0	.
Cc1ccc2nc(NC(=O)CN(C)S(=O)(=O)c3ccc(Br)s3)sc2c1	5	13	2.4	1.2	2	.	-5	1	-2
CCC(Oc1ccccc1)C(=O)NCCOC (stereo unspecified)	15	16	1.0	0.1	-12	0.58	-16	4	2
COc1ccc(OC)c(Cc2nnc(CCC(=O)NC3CCCCC3)o2)c1	2	14	-0.4	-0.6	-2	0.61	.	1	14

The list continues.
SMILES	FXIa inh 1536	FXIIa inh	TNF death inh	L929 necroptosis	Thrombin inh	KCC2 mod	KLK5 inh	Hck-Nef inh	Rad51 HR inh
CN(C)CCCOc1cccc(Oc2ccccc2)c1	6	17	2.1	.	1	1.3	-12	5	-15
O=C(CCC1CCCN(c2ncccn2)C1)NCc1ccccc1F (stereo unspecified)	-2	7	-0.5	-0.5	-2	0.13	10	14	.
O=C(O)Cn1nnnc1SCC(=O)Nc1ccc(OC(F)(F)F)cc1	0	13	0.0	0.0	-1	.	3	0	2
CCOC(=O)NC1=NCC(C)S1 (stereo unspecified)	-4	6	2.0	0.2	-1	-0.033	-2	1	8
COc1ccc(N2CCN(C(=O)CSc3ccc(C)cc3)CC2)cc1	3	6	0.8	0.2	.	-0.09	1	13	12
COc1ccc(C)cc1-n1nnnc1SCC1CCCO1 (stereo unspecified)	-9	1	0.6	-0.2	-6	-1.2	0	-15	6
Cc1nc2cc(-c3ccccc3)sc2c(=O)n1N	-6	6	-9.2	-2.1	5	0.5	2	-94	6
Cc1nn(Cc2ccccc2)c2c1C(c1ccc(Cl)cc1)C(C#N)=C(N)O2 (stereo unspecified)	-1	5	-5.1	-0.1	-1	-2.8	-4	4	-4

The results go on.
SMILES	FXIa inh 1536	FXIIa inh	TNF death inh	L929 necroptosis	Thrombin inh	KCC2 mod	KLK5 inh	Hck-Nef inh	Rad51 HR inh
FC(F)(F)c1cc(Sc2ccccc2)nc(-c2ccccn2)n1	-8	-1	-8.5	-0.3	-5	-0.85	-5	0	3
O=S(=O)(/N=C(/c1ccc(Cl)cc1)N1CCOCC1)c1ccc(Cl)cc1	15	17	-2.9	-0.5	13	1.2	-8	0	-2
COc1ccc(NC(=O)/C=C2\SC(=O)NC2=O)cc1	4	9	0.2	0.3	1	0.09	18	11	.
CCC(C)NC(=O)CCSc1ccc(C)cc1 (stereo unspecified)	-4	6	1.0	-0.1	-6	-0.13	-4	-1	.
COc1ccc(C(=O)/C=C(\C)Nc2ccc3c(c2)OCO3)cc1	-5	7	-3.9	0.0	-4	0.19	1	1	-6
COc1cc2c(cc1NC(=O)CSc1ccc(Cl)cc1)oc1ccccc12	11	13	4.1	1.0	9	0.4	24	0	-6
CC1CC(C)CN(S(=O)(=O)c2ccc(C(=O)N(c3ccccn3)C3CCCCC3)cc2)C1 (stereo unspecified)	7	1	-0.5	-0.3	3	-2.6	-17	6	4
Cc1ccc(-n2c(SCc3nc4ccccc4c(=O)[nH]3)nnc2-c2ccccc2O)cc1	-2	6	1.7	-0.2	-4	-0.25	-16	0	-6

Results in TNF death inh, Thrombin inh and KCC2 mod, for two of the compounds above:
SMILES	TNF death inh	Thrombin inh	KCC2 mod
COc1ccc(NC(=O)/C=C2\SC(=O)NC2=O)cc1	0.2	1	0.09
CC1CC(C)CN(S(=O)(=O)c2ccc(C(=O)N(c3ccccn3)C3CCCCC3)cc2)C1 (stereo unspecified)	-0.5	3	-2.6

Continued.
SMILES	FXIa inh 1536	FXIIa inh	TNF death inh	L929 necroptosis	Thrombin inh	KCC2 mod	KLK5 inh	Hck-Nef inh	Rad51 HR inh
S=C(Nc1ccccn1)Nc1ccccc1Cl	-4	0	0.5	0.7	-2	5*	-10	-1	.
CC(=O)Nc1sc(N/N=C/c2ccc(C)cc2)nc1-c1ccc(C)cc1	-3	6	0.7	12	-6	-0.59	-1	60*	7
O=[N+]([O-])c1ccccc1OCCCNCc1ccccc1	-3	-4	1.9	1.0	-3	0.13	-11	9	6
COc1cccc(-c2nc(-c3ccccn3)no2)c1	3	18	-4.7	0.0	3	-0.74	-3	1	-2
COc1ccc(C(=O)CSc2nnc(COc3ccccc3)n2Cc2ccco2)cc1	2	10	-1.9	-0.4	-3	-0.71	-17	2	-6
CCCCSc1nc(C)cc(SCC(=O)N/N=C/c2cccc(OC)c2O)n1	-5	7	-13	2.2	-3	-0.26	-22	5	.
CCCCOc1cccc(C(=O)NC(=S)Nc2cccnc2)c1	7	11	-3.2	-0.1	-1	6*	-8	10	.
O=C(CSc1ccsc1[N+](=O)[O-])N1CCCCC1	-1	10	3.0	2.9	15	0.43	2	26	-1

(continued)
SMILES	FXIa inh 1536	FXIIa inh	TNF death inh	L929 necroptosis	Thrombin inh	KCC2 mod	KLK5 inh	Hck-Nef inh	Rad51 HR inh
S=c1nc2ccccc2c2nc(-c3cccnc3)[nH]n12	-1	9	-0.1	0.7	-2	.	-1	19	2
CCOC1CCCCC1NS(=O)(=O)c1ccc(Cl)cc1 (stereo unspecified)	-8	-10	-4.4	-0.1	-6	1.1	-10	0	4
O=C(CN1CCN(S(=O)(=O)c2ccc(F)cc2)CC1)Nc1ccc2c(c1)OCO2	13	21	1.6	0.0	9	-0.62	13	1	1
Cc1cc(C)n2nc(SCC(N)=O)nc2n1	-1	6	0.6	-0.9	-5	0.99	0	21	1
Cc1ccc(C)c(CSc2ccc3nnc(-c4ccccn4)n3n2)c1	0	3	-4.4	-1.2	-5	-2.1	-8	24	2
CC1=NN(C(=O)c2csc(C(C)C)c2)C(O)(C(F)(F)F)C1 (stereo unspecified)	-1	5	2.4	1.5	-3	0.73	-6	1	.
Cc1c(C#N)c2ccccc2n1CC(=O)NCC1CCCO1 (stereo unspecified)	-10	3	0.6	0.2	-6	.	-7	1	6
Cc1cc2cc(CNC(=O)CC(C)C)ccc2n1C	3	9	-2.0	3.3	-3	.	-2	1	5

Going on with the list.
SMILES	FXIa inh 1536	FXIIa inh	TNF death inh	L929 necroptosis	Thrombin inh	KCC2 mod	KLK5 inh	Hck-Nef inh	Rad51 HR inh
O=C1CC(c2ccccc2)CC(O)=C1C=NC1CCCCC1 (stereo unspecified)	-6	2	-1.6	0.1	-10	-0.1	-22	1	-1
CC(C)CCOc1ccc(C(=O)N2CCCC2C(=O)O)cc1 (stereo unspecified)	-6	1	1.4	9.4	-12	-0.57	-2	17	1
NC(=S)Nc1cc2ccccc2c2ccccc12	8	17	-13	0.0	5	.	-7	0	-1
COCCn1c(=O)c2ccccc2c2ccccc2c1=O	2	7	-0.5	0.7	-2	-0.9	10	-18	-16
O=C(NCc1ccco1)c1ccccc1-c1ccccc1	3	10	-0.4	-0.3	4	-0.11	-7	-1	-4
COC(CNC(=O)c1ccc2c(c1)ncn2-c1ccc(F)cc1F)OC	-6	0	1.5	13	-13	0.33	-5	20	9
C=CCn1c(SCC(=O)NCc2ccco2)nc2sc3c(c2c1=O)CCCC3	5	11	1.7	0.0	5	0.33	1	1	.
O=C(NCCN1C(=O)S/C(=C\c2cccs2)C1=O)[C@H](Cc1ccccc1)N1C(=O)c2ccccc2C1=O	3	2	0.8	-0.3	0	-0.13	-16	2	5

The results go on:
SMILES	FXIa inh 1536	FXIIa inh	TNF death inh	L929 necroptosis	Thrombin inh	KCC2 mod	KLK5 inh	Hck-Nef inh	Rad51 HR inh
COc1ccc(C(=O)CSc2nnnn2C)c(OC)c1	-1	6	0.4	4.1	6	0.022	1	24	31
O=C(NNc1cccc(Cl)n1)C1CC1	-11	6	-0.3	0.7	2	.	18	25	-11
NNC(=O)CCc1c[nH]c2ccccc12	8	14	0.2	-0.6	1	0.12	-1	9	2
CCOC(=O)Cc1c(C)nc(-c2ccccc2)[nH]c1=O	1	25	0.2	-0.3	-14	0.38	-21	-1	-13
CCCCCc1c(C)c(C#N)c2nc3ccccc3n2c1-n1ccnc1C	-4	12	-0.1	0.2	0	.	-32	-1	-2
COc1cccc(C(=O)NCc2cccnc2)c1	13	12	2.6	2.0	-2	-0.41	2	-3	-2
Cc1ccc(-c2ccc(/C=N/NC(=O)CN3CCOCC3)o2)cc1[N+](=O)[O-]	0	5	-7.9	1.3	-4	0.56	-3	17	.
CCc1c(C)sc(NC(=O)/C=C/C(=O)O)c1C(N)=O	1	8	0.1	2.1	-5	0.25	3	-23	-1

(cont.)
SMILES	FXIa inh 1536	FXIIa inh	TNF death inh	L929 necroptosis	Thrombin inh	KCC2 mod	KLK5 inh	Hck-Nef inh	Rad51 HR inh
CCOC(=O)CSc1nc(C(C)(C)C)nc2ccccc12	-2	11	1.0	2.2	-10	0.15	0	22	6
NC(=O)c1ccccc1NC(=S)NC(=O)c1ccc(Br)o1	6	22	1.5	0.7	0	1.2	-3	0	4
Cc1cccc(N/C=C(\[N+](=O)[O-])S(=O)(=O)c2ccccc2)c1C	-5	7	-3.1	2.2	-4	0.49	-3	10	3
Cc1cc(N2CCN(c3ccc(F)cc3)CC2)n2ncnc2n1	-2	5	3.4	0.1	-7	0.2	-2	21	5
O=C(c1ccccc1O)N1CCOCC1	2	7	-1.2	0.8	-1	1.2	-1	-1	.
S=C(Nc1cccnc1)N1CCCCC1	-4	8	-0.4	8.7	-14	0.44	-2	29	-4
O=C(C[n+]1cccc2ccccc21)c1ccc([N+](=O)[O-])cc1	5	8	-2.4	-0.7	.	0	1	23	-3
COc1ccc(NC(=O)Nc2c(C)noc2-c2ccccc2)cc1	0	9	-0.3	-0.1	0	-1.1	-1	14	3

The list is partial. The share of hits here may be higher or lower than overall.
